Vif-A3F inh – Vif-A3F binding inhibition. HeLa A3F-eYFP + Vif (tagged APOBEC3F with the HIV-1 protein that degrades it), YFP fluorescence increase. actives 0.2% (n = 390,000). Potency, µM (doses to about 46.1 µM), without a hit: at the top dose activity, negative = active; further: potency means the concentration at half of the fitted maximal effect; % of control where 0% means no effect; nearly all actives have a fitted effect of over 65% in size
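HeLa cells stably expressing Vif plus C-terminally eYFP-tagged A3F were seeded, incubated overnight at 37 deg C, dosed with compound, incubated overnight again at 37 deg C. Yellow fluorescence (Ex 488/Em 500-530) reported blocked Vif-mediated A3F-eYFP degradation.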
Vif-A3G inh – Vif-A3G binding inhibition; Q9HC16; Potency, µM (titrated, usually from 46.1 µM), inactives show at the highest dose activity, negative = active, hits mostly inhibitors; actives 0.076% (n = 410,000); HeLa A3G-eYFP + Vif (tagged APOBEC3G with the HIV-1 protein that degrades it), YFP fluorescence, overnight;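 further: potency means the concentration at half of the fitted maximal effect; on the % scale 0 is the no-effect control and ±100 the full control effect; nearly all actives have a fitted effect of over 60% in size; hits raise eYFP signal because A3G escapes Vif-driven loss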
Target sequence (Q9HC16 whole entry, looked up): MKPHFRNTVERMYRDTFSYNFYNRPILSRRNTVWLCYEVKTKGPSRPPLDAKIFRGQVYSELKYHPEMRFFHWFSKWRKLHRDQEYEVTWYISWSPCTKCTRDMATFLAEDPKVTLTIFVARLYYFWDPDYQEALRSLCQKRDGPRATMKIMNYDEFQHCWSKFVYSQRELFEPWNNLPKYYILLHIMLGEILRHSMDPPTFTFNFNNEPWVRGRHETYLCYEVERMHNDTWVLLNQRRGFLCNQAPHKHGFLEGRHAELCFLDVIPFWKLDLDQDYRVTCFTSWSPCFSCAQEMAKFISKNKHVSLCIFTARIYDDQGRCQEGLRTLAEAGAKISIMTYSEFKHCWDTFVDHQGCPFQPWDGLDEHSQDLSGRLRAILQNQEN
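HeLa cells stably expressing Vif and C-terminally eYFP-tagged A3G, seeded overnight at 37 deg C, then exposed to compound by pintool overnight at 37 deg C. Rise in yellow fluorescence (Ex 488/Em 500-530, Acumen) marks blocked Vif-driven A3G degradation.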
mIDH1 inhibitor – blocks human mutant IDH1 R132H enzyme. O75874. IDH1-R132H enzyme, NADPH consumption, diaphorase/resazurin fluorescence. Potency, µM (doses to about 76.6 µM), inactives show at the highest dose activity change, negative = inhibition, actives largely listed as inhibitors. actives 0.093% (n = 390,000). AID 602179; further: potency means the concentration at half of the fitted maximal effect; on the % scale 0 is the no-effect control and ±100 the full control effect; nearly all actives have a fitted effect of over 65% in size
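IDH1-R132H (0.5 ug/mL dispensed) in pH 7.5 Tris buffer was preincubated 30 min with compound, then given a substrate mix of 0.016 mM NADPH and 2 mM alpha-KG for 80 min at room temperature; remaining NADPH was read by diaphorase/resazurin fluorescence.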
LDHA inh – inhibitors of human lactate dehydrogenase A. P00338. AID 1347041. activity change, % (values are at about 110 or 230 µM). actives 0.15% (n = 480,000). purified LDHA, NADH/diaphorase-resazurin fluorescence; hits give low values; in the data active means activity change below about -30%; inconclusive means mostly about -25% to -30%;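 further: plate controls were DMSO wells for no effect and wells without enzyme for full effect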
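Human LDH5 (2 nM) was incubated with 0.06 mM NADH and 0.2 mM pyruvate for 5 min at room temperature in Tris pH 7.4. Remaining NADH was coupled through diaphorase/resazurin, and resorufin fluorescence was read at 0 and 20 min.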
rTrxR1 inhibitor – blocks rat thioredoxin reductase 1. recombinant rTrxR1, NADPH fluorescence consumption, selenite substrate. Potency, µM (top dose mostly 114 µM), for the others: at the highest dose activity change, negative = inhibition, hits mostly inhibitors. actives 1% (n = 390,000). AID 588453; further: potency means the concentration at half of the fitted maximal effect; on the % scale 0 is the no-effect control and ±100 the full control effect; nearly all actives have a fitted effect of over 65% in size
Target sequence (O89049 whole entry, looked up): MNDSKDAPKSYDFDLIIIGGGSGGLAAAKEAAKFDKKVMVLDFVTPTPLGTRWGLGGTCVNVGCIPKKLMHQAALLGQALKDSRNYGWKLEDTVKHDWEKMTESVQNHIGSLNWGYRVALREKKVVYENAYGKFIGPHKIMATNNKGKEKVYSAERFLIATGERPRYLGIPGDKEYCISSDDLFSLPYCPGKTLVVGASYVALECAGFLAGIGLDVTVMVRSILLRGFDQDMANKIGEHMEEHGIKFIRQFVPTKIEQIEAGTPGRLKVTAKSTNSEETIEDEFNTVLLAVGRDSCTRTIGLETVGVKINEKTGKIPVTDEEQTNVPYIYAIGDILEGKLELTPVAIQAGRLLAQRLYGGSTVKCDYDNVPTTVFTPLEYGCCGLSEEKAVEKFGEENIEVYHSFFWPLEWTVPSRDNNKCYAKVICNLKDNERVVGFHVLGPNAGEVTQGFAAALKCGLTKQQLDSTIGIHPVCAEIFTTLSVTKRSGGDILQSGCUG
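Rat TrxR1 (90 nM in the dispensed reagent) was pre-reduced with 400 uM NADPH for 5 min at room temperature, then incubated with compound for 15 min. After 400 uM selenite was added, NADPH fluorescence (Ex 340/Em 450 nm) was followed for 8 min.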
USP1-UAF1 inh – inhibitors of human USP1/UAF1 deubiquitinase. O94782. recombinant USP1/UAF1, Ub-Rhodamine cleavage fluorescence. Potency, µM (highest dose often 57.1 µM), for the others: at the highest dose activity change, negative = inhibition, most hits filed as inhibitors. actives 0.23% (n = 390,000). AID 743255; further: potency means the concentration at half of the fitted maximal effect; on the % scale 0 is the no-effect control and ±100 the full control effect; nearly all actives have a fitted effect of over 60% in size; inactives centre near -12
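High-throughput fluorogenic screen: 1nM USP1/UAF1 complex, Ub-Rho substrate 150nM final, 50mM HEPES pH 7.8 with 0.5mM EDTA, 0.1 mg/ml BSA, 1mM TCEP and 0.01% Tween-20.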
GRP78 ERSR act – induces the endoplasmic reticulum stress response in human glioma cells | U87-MG GRP78 promoter luciferase reporter, 16 h | Potency, µM, for inactives: at the highest dose activation, actives largely listed as activators | actives 0.02% (n = 420,000) | AID 602332; further: potency means the concentration at half of the fitted maximal effect; series mostly up to about 76 µM; % of control where 0% means no effect; nearly all actives have a fitted effect of over 35% in size
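Stably transfected U87-MG glioma cells carrying a GRP78-based luciferase sensor; 16 h compound incubation. Luminescence end-point read 10 min after Bright-Glo addition at room temperature.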
RGS4 inhibitor – inhibitors of human regulator of G protein signaling 4; P49798; actives 0.039% (n = 390,000); Potency, µM (titrated, usually from 114 µM), inactives show at the top dose activity change, negative = inhibition, actives largely listed as inhibitors; Transcreener GDP fluorescence polarization, RGS4-accelerated GTP hydrolysis; AID 504845; further: potency means the concentration at half of the fitted maximal effect; on the % scale 0 is the no-effect control and ±100 the full control effect; nearly all actives have a fitted effect of over 75% in size; some results filed as inactive show a strong effect at the top dose
Target sequence (P49798 whole entry, looked up): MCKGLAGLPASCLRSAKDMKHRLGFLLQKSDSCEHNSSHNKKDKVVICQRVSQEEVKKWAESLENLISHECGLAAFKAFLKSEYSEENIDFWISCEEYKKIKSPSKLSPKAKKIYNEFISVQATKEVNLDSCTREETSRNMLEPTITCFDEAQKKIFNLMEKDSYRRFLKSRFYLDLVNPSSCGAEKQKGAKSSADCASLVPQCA
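MLSMR compounds (23 nl, pin-transferred) preincubated 10 min at room temperature with a 500nM (2x) first reagent, then RGS4 at 900nM (2x) plus Transcreener GDP mix added; fluorescence polarization (620/688 nm) read before and after 90 min at 30 °C.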
TrxR1 substrate – substrates of rat thioredoxin reductase 1. actives 0.01% (n = 390,000). Potency, µM (titrated, usually from 114 µM), without a hit: top-dose activity change, negative = substrate turnover. purified TrxR1 substrate turnover, NADPH consumption readout; further: potency means the concentration at half of the fitted maximal effect; on the % scale 0 is the no-effect control and ±100 the full control effect; nearly all actives have a fitted effect of over 50% in size
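Rat TrxR1, dispensed at 90 nM, was prereduced with 400 uM NADPH (final) for 5 min at ~22 deg C, then incubated with compound 15 min before 400 uM selenite. A first-read NADPH fluorescence drop versus no-compound background flagged substrates.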
Numbers without * were called inactive; ? = inconclusive; nt = not tested or not shown; & = joins results of further samples; [ ] = another dose, or the depositor's remark. Unless noted, the call rests on the fitted dose curve; in most records, active means well fitted curve in the direction sought with a large enough effect; inconclusive means small, poorly fitted or top-dose-only effect, or another doubt; inactive means no such curve, though single readings can be large; an effect the other way counts as inactive or inconclusive.

molecule	Vif-A3F inh	Vif-A3G inh	mIDH1 inhibitor	LDHA inh	rTrxR1 inhibitor	USP1-UAF1 inh	GRP78 ERSR act	RGS4 inhibitor	TrxR1 substrate
CN1c2ccsc2/C(=N/Nc2ccc(F)cc2)CS1(=O)=O	6.8%	-1.1%	-3.2%	-5.5	5.8%[57.1 µM]	?	2.0%	?	-5.0%
CCOC(=O)c1cc(-c2ccccc2)sc1NC(=O)c1cc(OC)c(OC)c(OC)c1	2.6%	0.6%	3.8%	-3.4	-24.8%	-12.1%	-4.3%	32.1%	143.6%[activator]
CC1=C(C(=O)N2CCN(c3ccc(Cl)cc3)CC2)C2(CCC(C)CC2)OC1=O (stereo unspecified)	nt	nt	nt	-8.9	-11.6%	-24.9%	nt	5.2%	-20.3%
CCN(CC)S(=O)(=O)c1cc(NS(=O)(=O)c2ccc(Cl)c(C(=O)O)c2)ccc1C	4.5%	1.8%	-3.0%	-6.3	12.2%	-23.4%	-4.8%	-8.4%	3.7%
CSCC[C@H](NC(=O)[C@@H]1Cc2c([nH]c3ccccc23)C2c3ccccc3C(=O)N21)C(=O)NCC1CCCO1 (stereo partly specified)	-3.6%	-0.5%	-18.0%	-5.0	7.9%	-1.3%	-3.0%	-8.7%	-2.4%
O=c1c2ccccc2nc2sc(Nc3cccc(Cl)c3)nn12	-7.8%	-1.2%	nt	-2.2	12.3%	nt	2.7%	2.5%	-1.8%
COc1ccc(NS(=O)(=O)c2ccc(C)c(C(=O)NNC(=O)c3csc(N4CCOCC4)n3)c2)cc1	-2.2%	-6.9%	9.4%	-2.7	8.4%	-19.1%	-4.5%	10.6%	-2.5%[57.1 µM]
CC1CC(=O)Nc2ccccc2N1C(=O)Nc1ccc(F)cc1F (stereo unspecified)	-0.4%	-3.4%	-4.4%	-5.5	6.9%	-26.1%	0.4%	8.9%	-1.2%
O=C(CNc1cc(S(=O)(=O)N2CCOCC2)ccc1NCC1CCCO1)Nc1ccccc1F (stereo unspecified)	6.8%	0.7%	-0.7%	4.4	-1.2%	-2.3%	-0.8%	0.7%	-6.1%
O=C(CCSCCC(=O)N1CCCC1)N1CCCC1	0.3%	0.2%	4.0%	1.1	9.2%[57.1 µM]	-6.7%	-0.6%	-10.1%	13.3%[57.1 µM]
CN(c1ccccc1)C(c1ccc(F)cc1)c1nnnn1C1CCCC1 (stereo unspecified)	4.2%	2.1%	9.6%	1.5	7.4%	-20.7%	-0.7%	-24.9%	-6.0%
COc1ccc(NC(=S)N2N=CCC2c2ccccc2)cc1 (stereo unspecified)	8.7%	-0.1%	7.8%	-7.6	-3.0%[57.1 µM]	-1.6%	5.3%	-3.5%	3.1%[57.1 µM]
Cc1ccc(N(Cc2ccccc2F)S(C)(=O)=O)cc1C	-27.2%	0.3%	3.2%	4.6	27.5%	2.7%	-1.5%	2.9%	4.7%
Cc1ccc(S(=O)(=O)NC2CCCCC2)cc1	-4.6%	-2.7%	-1.5%	-5.7	23.1%	-29.9%	-2.2%	4.1%	6.7%
CCC1(c2ccccc2)NC(=O)N(CC(=O)Nc2ccc(OC)nc2)C1=O (stereo unspecified)	?	-0.5%	5.5%	1.7	6.6%	?	1.6%	31.3%	1.9%[57.1 µM]
CCn1c(NC(=O)/C=C/c2ccc(F)cc2)nc2ccccc21	13.3%	0.7%	0.0%	0.1	8.7%	-19.1%	5.3%	6.6%	-7.2%
O=C(COC(=O)CCc1nc2ccccc2c(=O)[nH]1)Nc1ccc2c(c1)OCO2	-5.4%	2.1%	3.8%	-0.2	12.9%	-11.7%	-1.1%	-27.0%	7.5%
S=c1[nH]nc(Nc2cccc3ccccc23)s1	3.8%	-4.9%	-1.6%	-3.1	-9.2%[57.1 µM]	4.6%	-0.8%	?	-3.0%
O=S(=O)(c1ccc(Cl)cc1Br)N1CCCCC1	-5.8%	1.7%	4.9%	10.3	22.3%	-10.9%	-3.8%	8.8%	0.5%
CCCN1CCC(=O)N([C@H](CSc2ccc(OC)cc2)CC(C)C)CC1	0.8%	0.6%	2.2%	0.6	5.8%	-11.9%	4.4%	13.4%	-1.2%

Next entries.
molecule	Vif-A3F inh	Vif-A3G inh	mIDH1 inhibitor	LDHA inh	rTrxR1 inhibitor	USP1-UAF1 inh	GRP78 ERSR act	RGS4 inhibitor	TrxR1 substrate
Cc1ccc(S(=O)(=O)/N=C2\C=C(NS(=O)(=O)c3ccccc3)C(=O)c3ccccc32)c(C)c1	-13.2%	-0.4%	6.0%	30.2	-15.8%	-14.2%	-2.4%	?	-2.1%
O=C(CNC(=O)c1ccccc1)OCCOc1cccc(Cl)c1	10.5%	1.6%	9.4%	-0.8	0.6%	-20.5%	-4.6%	-19.5%	-6.5%
CCOc1ccc(-c2nnn(CC(=O)Nc3ccccc3OC)n2)cc1OCC	-1.3%	0.6%	3.6%	-4.4	-3.3%	-13.8%	-3.1%	16.6%	3.2%
CN(C)C(CNC(=O)CCc1nc2sc3c(c2c(=O)[nH]1)CCCC3)c1ccccc1 (stereo unspecified)	-26.9%	1.8%	-0.1%	-4.5	-12.3%	1.9%	-2.9%	4.4%	-3.9%
CCn1cc(SCC(=O)Nc2cc(C)on2)c2ccccc21	3.4%	-8.5%	17.5%	1.8	1.7%[57.1 µM]	-23.1%	-4.1%	-13.2%	4.2%[57.1 µM]
Cc1ccc(C2(C)NC(=O)N(CC(=O)NNC(=O)c3ccoc3C)C2=O)cc1 (stereo unspecified)	5.1%	-3.1%	15.0%	-3.6	20.5%[11.4 µM]	-9.0%	-2.5%	-17.4%	15.0%[57.1 µM]
COc1ccccc1C(=O)NCC(c1cccnc1)N1CCc2ccccc2C1 (stereo unspecified)	0.3%	5.5%	-1.2%	-3.5	11.6%	-22.8%	-2.9%	-5.3%	10.4%[11.4 µM]
CCCCNC(=O)Cc1coc2ccc3ccccc3c12	-8.9%	0.2%	5.4%	0.1	-23.2%	-4.8%	1.5%	-2.0%	-4.9%
CCN(CCC#N)c1ccc(/C=C/c2ccnc3ccccc23)cc1	nt	?	nt	0.2	14.1%	nt	-2.8%	nt	-3.9%
CC(C)(C)C(=O)N1CCN(c2ccc(NC(=O)c3ccco3)cc2)CC1	-1.2%	-3.9%	-20.0%	-18.1	2.8%	0.5%	0.3%	1.3%	-1.8%
[O-][n+]1cccc2ncc3cscc3c21	-2.8%	-6.1%	4.5%	-2.0	-0.4%	-16.8%	-1.4%	-4.9%	1.3%
Cc1nn(-c2ccccc2)c(N2CCCC2)c1/C=N/NC(=O)c1cc(-c2ccccc2)nc2ccccc12	-0.1%	-8.5%	5.4%	1.1	-20.4%	-18.6%	-4.2%	-15.3%	-14.3%
CC1CCc2c(C(=O)NCc3ccco3)csc2C1 (stereo unspecified)	?	-1.2%	1.8%	-1.6	?	-7.8%	4.2%	-21.1%	3.8%
CCCN(CCC)c1nc(Cl)nc(NCc2ccco2)n1	1.0%	0.3%	-4.8%	3.0	-19.8%	-5.2%	-5.1%	6.6%	-13.7%
Cc1ccc(N2C(=O)CSC2c2c(F)cccc2Cl)cc1 (stereo unspecified)	-2.3%	2.8%	6.5%	-3.3	-6.7%	-27.3%	-1.4%	-17.1%	-6.5%
Cc1ccc2cc3cc(C(=O)N4CCN(c5cccc(C(F)(F)F)c5)CC4)sc3nc2c1	-5.1%	2.0%	-11.3%	-12.8	7.3%	-12.9%	-0.3%	9.3%	-0.8%
Cc1ccc(NC(=O)c2cc(S(=O)(=O)N3CCCC3)c[nH]2)c(C)c1	0.6%&2.5%	-0.6%&2.7%	-2.8%&-14.1%	-5.0&0.9	3.8%&-6.2%	-15.9%&-7.9%	-1.4%&-1.5%	20.7%&4.4%	-3.2%&0.0%
CCN=C1S/C(=C\c2cn(CC(=O)NCCOC)c3ccccc23)C(=O)N1CC	-28.4%	-8.4%	0.0%	-0.4	24.2%[11.4 µM]	-15.8%	-1.9%	-8.6%	7.7%[11.4 µM]
COc1ccc(C(=O)n2nc(C)cc2C)cc1OC	-6.3%	-0.3%	1.2%	-13.1	6.0%	4.0%	-1.8%	17.5%	-5.9%

Three compounds out of the list above, arranged by the value under rTrxR1 inhibitor, highest first.
| SMILES | mIDH1 inhibitor | LDHA inh | rTrxR1 inhibitor | USP1-UAF1 inh | GRP78 ERSR act | RGS4 inhibitor | TrxR1 substrate |
| --- | --- | --- | --- | --- | --- | --- | --- |
| O=C(CNC(=O)c1ccccc1)OCCOc1cccc(Cl)c1 | 9.4% | -0.8 | 0.6% | -20.5% | -4.6% | -19.5% | -6.5% |
| [O-][n+]1cccc2ncc3cscc3c21 | 4.5% | -2.0 | -0.4% | -16.8% | -1.4% | -4.9% | 1.3% |
| Cc1ccc(S(=O)(=O)/N=C2\C=C(NS(=O)(=O)c3ccccc3)C(=O)c3ccccc32)c(C)c1 | 6.0% | 30.2 | -15.8% | -14.2% | -2.4% | ? | -2.1% |

Source: PubChem BioAssay (National Center for Advancing Translational Sciences (NCATS))

Not all compounds are listed, so the mix of outcomes need not match the whole.
